Screening data as filed in PubChem BioAssay.
ARNT-TACC3 inh – disruptors of ARNT/TACC3 protein interaction, primary screen, biochemical, AlphaScreen, single concentration; Transforming acidic coiled-coil-containing protein 3 (Homo sapiens), Q9Y6A5; AlphaScreen His-ARNT PAS-B/GST-TACC3 binding, luminescence; TACC3 fragment carries E629A point mutation; inhibition, % at 9.99 µM; 390,000 tested, 0.66% active; AID 623870, 2012;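 active means mean inhibition of replicates at least 50% and at least half of replicates each reaching 50%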;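 further: 0% = complete ARNT plus TACC3 wells and 100% = ARNT alone without TACC3; many hits fall short of the cut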
Casp6 inh – human caspase-6 inhibitors, primary screen, biochemical, VEID-R110 fluorescence, single point, set 2 | P55212 | purified caspase-6, Z-VEID-R110 cleavage fluorescence | inhibition, % at 12.5 µM | 350,000 tested, 0.53% active | AID 686996, 2013;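 active means mean inhibition across replicates at least about 35%, with every replicate also reaching that limit, limit read from the data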;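 further: 0% = median of neutral control wells and 100% = no fluorescence left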
Target sequence (P55212 24-179 limits assumed): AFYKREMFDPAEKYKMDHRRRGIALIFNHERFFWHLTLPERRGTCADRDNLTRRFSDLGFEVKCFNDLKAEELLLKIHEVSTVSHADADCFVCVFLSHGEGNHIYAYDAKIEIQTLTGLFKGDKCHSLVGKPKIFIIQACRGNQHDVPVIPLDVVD
Target sequence (P55212 194-293 limits assumed): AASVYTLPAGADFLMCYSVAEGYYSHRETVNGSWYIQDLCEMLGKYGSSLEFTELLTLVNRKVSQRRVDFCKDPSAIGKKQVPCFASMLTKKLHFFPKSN
RAD52 anneal inh – RAD52 DNA annealing inhibitors, primary screen, biochemical, FRET, single point, set 2; DNA repair protein RAD52 homolog (Homo sapiens), P43351; recombinant RAD52 DNA annealing, FRET fluorescence; inhibition, % at 18.7 µM; 360,000 tested, 0.46% active; AID 651710, 2012;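 active means every replicate showing at least 50% inhibition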
esBAF inh – Bmi1 luciferase reporter increase in mESCs, primary screen, esBAF inhibitor project, mouse ES cells, Bmi1 luciferase knock-in, single point; AID 602393, 2012; reporter increase, % at 12.5 µM; 350,000 tested, 2% active; 24 h; 100% = twice the neutral-well signal; in the data active means activation above about 40%;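 further: 0% = median of the plate's neutral control wells and 100% = double that signal; a rise in the Bmi1 reporter signal indicates esBAF inhibition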
PglD DTNB – C. jejuni PglD acetyltransferase inhibitors, primary screen, biochemical, DTNB colorimetric, single point; purified PglD enzyme, DTNB colorimetric CoA detection; inhibition, % at 12.5 µM; 360,000 tested, 0.098% active; in the data active means inhibition above about 16%, passing the limit was not always enough; further: strong numbers were not always called active
RAD54 inh – inhibitors of human RAD54 branch migration, primary screen, biochemical, fluorescence, single point. RAD54 Holliday junction branch migration, FAM/BHQ fluorescence. inhibition, % at 10.4 µM. 360,000 tested, 0.14% active;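 active means mean normalized replicate activity at least 40 and at least half of replicates scoring 40 or more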;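 further: 0% = median of neutral control wells and 100% = median of positive control wells; inhibitors cause a drop in the FAM fluorescence signal; in these data hits start at about 50%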
E-selectin induc – E-selectin induction in HUVECs, primary screen, imaging, HUVEC, immunofluorescence imaging, single point. P16581. normalized: neutral wells 0, TNF-alpha wells 100. activation, % at 7.58 µM. 260,000 tested, 0.37% active. AID 686992, 2013;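 active means mean E-selectin-positive cell signal at least 10% of the positive control, reached in at least 60% of replicates, without over 20% cell loss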;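 further: in these data hits start at about 27%; measured in HUVEC primary endothelial cells; signal is the percent of cells scored E-selectin positive by PE staining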
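Test system: HUVEC; input: 3,000 HUVEC/well; measured by: immunofluorescence imaging; read-out: % PE-positive cells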
ERp5 block – inhibitors of ERp5-driven insulin aggregation, primary screen, biochemical, turbidity, absorbance 650 nm, single point | Protein disulfide-isomerase A6 (Homo sapiens), Q15084 | 90 min | inhibition, % at 9.99 µM | 350,000 tested, 0.05% active;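 active means mean replicate inhibition above about 25%, with every replicate also reaching it, limit read from the data, passing the limit was not always enough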
Target sequence (Q15084 whole entry, looked up): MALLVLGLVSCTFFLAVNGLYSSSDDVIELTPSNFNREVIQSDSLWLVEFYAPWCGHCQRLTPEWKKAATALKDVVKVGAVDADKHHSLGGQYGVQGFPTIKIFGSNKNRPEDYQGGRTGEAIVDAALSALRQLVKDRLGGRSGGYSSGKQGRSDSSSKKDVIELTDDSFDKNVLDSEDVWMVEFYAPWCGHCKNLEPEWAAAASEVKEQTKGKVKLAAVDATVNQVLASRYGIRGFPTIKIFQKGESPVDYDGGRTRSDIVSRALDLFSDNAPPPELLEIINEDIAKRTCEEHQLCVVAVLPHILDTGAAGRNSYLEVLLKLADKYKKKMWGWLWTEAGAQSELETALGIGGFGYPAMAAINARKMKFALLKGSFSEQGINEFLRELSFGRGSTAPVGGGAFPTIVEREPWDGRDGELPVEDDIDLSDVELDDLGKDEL
Numbers without * were called inactive; · = not tested or not shown.

SMILES	ARNT-TACC3 inh	Casp6 inh	RAD52 anneal inh	esBAF inh	PglD DTNB	RAD54 inh	E-selectin induc	ERp5 block
COc1ccc(S(=O)(=O)Nc2ccc3c(c2)C(=O)N([C@@H](C)CO)C[C@@H](C)[C@@H](CN(C)CC2CC2)OCCCC[C@@H](C)O3)cc1	7	-4	13	1	-1	10	1.2	18
C[C@@H]1CN([C@@H](C)CO)C(=O)c2cc(NS(=O)(=O)c3ccc(Cl)cc3)ccc2O[C@H]1CN(C)S(=O)(=O)c1ccc(F)cc1	-16	-7	-3	-1	1	1	0.1	-3
CCOC(=O)c1c(NC(=O)Cc2cccs2)sc(C(=O)N2CCCCC2)c1C	4	·	·	-1	-4	-6	·	·
Cc1cc(N2CCCC2)ccc1/C=N/n1cnnc1	0	·	·	-4	-1	7	·	·
CC(C)n1c(Sc2nccn2C)nc2c1c(=O)n(C)c(=O)n2C	-4	-1	-3	·	·	·	·	0
Cc1cccc(N(C)c2ncnc3onc(-c4ccc(F)cc4)c23)c1C	-10	-2	-5	-46	-2	-8	-0.1	5
CCN(C(=O)CCS(=O)(=O)c1cccc2nonc12)c1ccc(F)cc1	5	0	-40	1	0	-15	·	-1
COc1ccc(C)cc1NC(=O)CC(O)(C(F)(F)F)C(F)(F)F	-5	·	·	-5	-5	4	·	·
CC1CCN(CC(=O)N2CC(=O)Nc3ccccc32)CC1	10	·	·	6	2	-2	·	·
CC(C(N)=O)N1C(=O)NC2(CCCc3ccccc32)C1=O (centres undefined)	8	-6	-16	5	-1	2	·	3
O=C(NC1CCCC1)c1cc(-c2ccccc2Cl)on1	35	0	-4	27	-1	7	·	3
CN1CCCCC1(C)C(=O)NCc1ccc(F)cc1 (centres undefined)	·	-5	-6	-7	-3	-2	·	6
COc1cccc(CNC(=O)CCC2CCCN(C(=O)c3ccoc3)C2)c1 (centres undefined)	-2	3	-7	-4	0	-1	-0.9	-1
Cc1ccn(CCC(=O)N2CCc3ccccc32)n1	-1	-8	0	16	0	1	·	0
O=S(=O)(c1ccc(Br)cc1Cl)N1CCN(CCO)CC1	-2	0	-8	-5	3	10	-5.4	3
CCOC(=O)C1(CCOc2ccccc2)CCN(Cc2ccc(OCCO)cc2)CC1	-3	26	16	7	-3	0	·	5
CCC(CC)NC(=O)Cn1c(C(C)NC(C)=O)nc2ccccc21 (centres undefined)	27	-1	-10	·	·	·	·	6
O=C(C[C@@H]1CC[C@@H]2NC[C@@H](O)COC[C@H]2O1)Nc1nccs1	2	·	·	-2	-3	6	·	·
O=C(NC1CCCC1)c1ccc(CNc2c(N3CCOCC3)c(=O)c2=O)cc1	-3	2	-8	0	-2	-8	0.0	-5
O=C(O)c1cc(CN2CCOCC2)oc1-c1ccccc1	-6	·	·	2	3	-22	·	·
COc1cccc(CNC(=O)C[C@@H]2C=C[C@@H](NS(=O)(=O)c3ccccc3OC)[C@@H](CO)O2)c1	4	2	0	2	-5	8	0.5	6
Cc1ccc(C)c(NC(=O)C(CC(=O)O)Cc2ccccc2)c1 (centres undefined)	-2	-2	-2	-6	1	6	0.5	-1
CCCN(C)C[C@@H]1OCCCC[C@@H](C)Oc2ccc(NS(=O)(=O)c3cn(C)cn3)cc2C(=O)N([C@H](C)CO)C[C@@H]1C	-1	-1	14	-4	5	3	0.0	-3
O=C(CSc1nc2[nH]ncc2c(=O)n1-c1ccccc1)NCCc1ccccc1	-7	21	-15	·	·	·	0.1	-1
Cc1ccc(C(=O)NNC(=O)c2ccccc2O)cc1S(=O)(=O)N1CCCCC1	0	-3	-6	·	·	·	-1.6	-1
CCCN(C)C[C@@H]1Oc2cc(C#C[C@@H](C)O)ccc2S(=O)(=O)N([C@@H](C)CO)C[C@@H]1C	15	0	4	-2	2	8	-0.3	5
COC(=O)CCn1nc(-c2ccc(C)cc2)c2ccccc2c1=O	-4	-2	-11	·	·	·	·	-17
Cc1ccc(-c2nc3ncccc3o2)cc1NC(=O)c1ccc([N+](=O)[O-])o1	0	·	·	4	0	-2	·	·
Nc1ccn([C@H]2CC[C@@H](CO)O2)c(=O)n1	-6	-5	-2	-7	-3	1	0.2	5
COC(=O)c1sc2nc3c(c(-c4cccs4)c2c1N)CCCC3	-1	·	·	·	3	-9	1.9	·
CCS(=O)(=O)NC(C)C(c1cccs1)N1CCN(c2ccc(F)cc2)CC1 (centres undefined)	-1	0	-2	-3	1	4	·	-6
COCCOC(=O)N1CCCCC1c1cc(C(=O)Nc2cccc3c2CCCC3)no1 (centres undefined)	·	2	-9	-4	0	-8	-0.1	7
Cc1ccc(S(=O)(=O)Nc2ccc3c(c2)C(=O)N([C@H](C)CO)C[C@H](C)[C@H](CN(C)S(=O)(=O)c2ccc(C)cc2)OCCCC[C@H](C)O3)cc1	·	0	-18	6	5	3	0.7	2
O=C(COC(=O)CSc1ccc([N+](=O)[O-])cc1)NCc1ccco1	1	2	-12	·	·	·	-1.1	1
COc1ccc(C(=O)O)cc1S(=O)(=O)Nc1cccc(C(F)(F)F)c1	-6	·	·	-8	-3	-15	·	·
COc1ccc(-c2csc(/C(C#N)=C/Nc3cc4oc5ccccc5c4cc3OC)n2)cc1	-4	2	-39	-4	-5	13	6.3	1
O=C(NC1CC1)c1cccc(NC(=O)C2CCN(S(=O)(=O)c3cccc(C(F)(F)F)c3)CC2)c1	0	-2	-23	9	1	-9	-1.6	-3
COc1cccc(OCC(=O)Nc2cc(NC(=O)COc3cccc(OC)c3)cc(C(=O)O)c2)c1	10	19	-3	3	-3	-11	·	1
CN(C)C(CNC(=O)c1cc(S(=O)(=O)N(C)c2ccccc2)ccc1Cl)c1cccs1 (centres undefined)	2	-1	-39	6	-2	-2	-1.2	5
CCOc1ccccc1N1CCN(CC(=O)NCCc2ccc(S(N)(=O)=O)cc2)CC1	7	3	-4	·	·	·	·	3
C[C@@H]1CN([C@@H](C)CO)C(=O)Cc2cc(NC(=O)Nc3ccccc3)ccc2O[C@@H]1CN(C)S(C)(=O)=O	2	0	8	0	1	6	-15	4
CCOc1ccc(NC(=O)c2ccc(CNc3c(N4CCCC4)c(=O)c3=O)cc2)cc1	-1	-1	5	31	·	·	-0.1	-5
O=C(CN(C(=O)C1CSC(=O)C1)c1cccc(F)c1)NC1CCCC1 (centres undefined)	0	-2	-14	·	-2	-2	1.5	-1
COC(=O)C1=C(C(=O)OC)C2C=C(C(C)C)C1C(=O)C2(C)O (centres undefined)	·	-6	6	·	·	·	-0.1	2
COc1ccc(C2Nc3ccccc3C(=O)N2Cc2ccco2)cc1COc1ccc(NC(C)=O)cc1 (centres undefined)	-3	·	·	-3	-3	-5	·	·
O=C(Nc1ccccc1-c1ccccc1)NC1CC2CCCC(C1)N2Cc1ccc(F)cc1 (centres undefined)	3	0	-5	-5	7	-8	4.6	-1
Cc1ccc2c(ccn3cc4c(c(=O)n(C)c(=O)n4C)c23)c1	-2	0	0	22	·	·	·	-3
O=C(O)CCSc1nnc(-c2ccncc2)n1-c1ccccc1	-7	·	·	-13	-3	6	·	·
CCOC(=O)Cn1c(=NC(=O)CN2C(=O)CCC2=O)sc2cc(S(N)(=O)=O)ccc21	-5	-1	-9	-2	-2	3	·	0
CCCn1nc2cc(C(=O)NC3CCc4ccccc43)ccc2c1OCC (centres undefined)	0	-2	-21	9	-1	7	0.0	-1
(further entries)
SMILES	ARNT-TACC3 inh	Casp6 inh	RAD52 anneal inh	esBAF inh	PglD DTNB	RAD54 inh	E-selectin induc	ERp5 block
CC1CC(C)CN(C(=O)CCNC(=O)c2ccccc2Cl)C1 (centres undefined)	19	2	-12	-6	-4	3	0.9	0
O=C(Nc1nc(-c2ccc(Cl)s2)cs1)c1cccs1	-8	·	·	69*	-3	8	·	·
CCOC(=O)C(N)CSC1CC(=O)N(c2ccc(C(=O)OC)cc2)C1=O (centres undefined)	1	·	·	-7	-1	0	·	·
Cn1nccc1C(=O)N1CCN(C23CC4CC(CC(C4)C2)C3)CC1	-2	2	-3	·	4	7	0.5	3
O=C(CCN1CCCCC1)N[C@H]1CC[C@H](CCNS(=O)(=O)c2ccc(F)cc2)O[C@H]1CO	-2	5	9	-1	4	-10	1.9	-1
CCC(C)NC(=O)NC(=O)N(C1CCCCC1)S(C)(=O)=O (centres undefined)	8	·	·	5	-5	-4	·	·
COc1cc2ccccc2cc1C(=O)N1CCc2ccccc21	2	0	-13	7	0	2	0.0	6
CC1(C(=O)Nc2cccc3c2CCCC3)CCN1C(=O)CCc1ccc(Cl)cc1Cl (centres undefined)	·	2	-12	2	2	-2	-4.8	1
COc1ccc(OC)c(C=NNC(=O)c2ccccc2NS(=O)(=O)c2cccs2)c1	6	2	-66	1	1	2	0.4	2
COc1ccc(NC(=O)N2CCCCN3[C@H](C2)[C@@H](c2ccc(-c4ccccc4F)cc2)[C@@H]3CO)cc1	9	3	36	-6	-1	8	1.4	-8
CC(C)c1ccc(NC(=O)Nc2nc(C(C)N)cs2)cc1 (centres undefined)	·	-9	26	-4	1	4	0.2	1
Cc1ccc(NC(=S)N2CCN(c3nccc(C(F)(F)F)n3)CC2)c(C)c1	-2	-7	-31	-4	1	-1	0.0	-1
CC(C)C#Cc1ccc2c(c1)O[C@H](CN(C)S(=O)(=O)c1cn(C)cn1)[C@@H](C)CN([C@@H](C)CO)S2(=O)=O	1	-4	1	5	0	2	-0.1	1
O=C(C[C@@H]1C=C[C@@H](NC(=O)C2CCC2)[C@@H](CO)O1)NCc1ccccc1Cl	-11	-2	4	3	1	-8	-0.4	-5
NC1=NC[C@H](c2ccccc2)N1CCCCC1CCCCC1	4	20	48	-37	-2	20	-0.2	-5
CCCCCCNC(=O)O[C@@]12CN(S(=O)(=O)c3ccc(C)cc3)C[C@]1(O)Cn1c(=O)n(CCCCCC)c(=O)n1C2	·	-4	-8	1	1	2	·	6
COc1cccc(-c2cc(NC=O)c3ncc(-c4cccc(C(=O)N(C)C)c4)n3c2)c1	·	-2	-70	-2	-6	7	-0.3	6
C[C@@H]1CCCCO[C@@H](CN(C)C(=O)Nc2ccc(F)cc2)[C@@H](C)CN([C@@H](C)CO)C(=O)c2cc(NC(=O)Nc3ccc(F)cc3)ccc2O1	6	-2	-10	4	-4	-9	·	3
COCCCn1c(C)nnc1SCC(=O)NNC(=O)COc1ccc(Cl)cc1	-2	0	2	-10	2	-26	0.2	4
O=C(OCc1cc(Cl)ccc1OC(F)F)c1cncc(Br)c1	-8	-2	-8	·	·	·	6.5	0
COc1cc(C=NNC(=O)c2ccccc2NS(=O)(=O)c2cccs2)cc(OC)c1O	12	3	-3	-1	-3	-3	-0.5	4

Whole records from above.
COC(=O)CCn1nc(-c2ccc(C)cc2)c2ccccc2c1=O is listed as ARNT-TACC3 inh = -4; Casp6 inh = -2; RAD52 anneal inh = -11; esBAF inh = ·; PglD DTNB = ·; RAD54 inh = ·; E-selectin induc = ·; ERp5 block = -17
O=C(CN(C(=O)C1CSC(=O)C1)c1cccc(F)c1)NC1CCCC1 (centres undefined) is listed as ARNT-TACC3 inh = 0; Casp6 inh = -2; RAD52 anneal inh = -14; esBAF inh = ·; PglD DTNB = -2; RAD54 inh = -2; E-selectin induc = 1.5; ERp5 block = -1

Given with values under each structure: 3 of the compounds above.
Below each SMILES – ARNT-TACC3 inh | Casp6 inh | RAD52 anneal inh | esBAF inh | PglD DTNB | RAD54 inh | E-selectin induc | ERp5 block
O=C(C[C@@H]1C=C[C@@H](NC(=O)C2CCC2)[C@@H](CO)O1)NCc1ccccc1Cl
    -11 | -2 | 4 | 3 | 1 | -8 | -0.4 | -5
COc1cc(C=NNC(=O)c2ccccc2NS(=O)(=O)c2cccs2)cc(OC)c1O
    12 | 3 | -3 | -1 | -3 | -3 | -0.5 | 4
CCCCCCNC(=O)O[C@@]12CN(S(=O)(=O)c3ccc(C)cc3)C[C@]1(O)Cn1c(=O)n(CCCCCC)c(=O)n1C2
    · | -4 | -8 | 1 | 1 | 2 | · | 6
